Screening data: PubChem BioAssay, several laboratories
RmlCD inh 1536: blocks M. tuberculosis RmlC and RmlD coupled enzymes | P9WH09+P9WH11 | RmlC+RmlD coupled enzyme assay, percent inhibition; primary screen in compound mixtures | inhibition, % at 3.6 µM | 160,000 compounds, 0.03% hits | AID 1533; in the data active means inhibition mostly above about 34%, no sharp cut-off; inconclusive means no clear call, values can overlap the other calls; inactive means mostly below about 22%; further: some results filed as inactive read as strong as hits
Target sequence (P9WH09 whole entry, looked up): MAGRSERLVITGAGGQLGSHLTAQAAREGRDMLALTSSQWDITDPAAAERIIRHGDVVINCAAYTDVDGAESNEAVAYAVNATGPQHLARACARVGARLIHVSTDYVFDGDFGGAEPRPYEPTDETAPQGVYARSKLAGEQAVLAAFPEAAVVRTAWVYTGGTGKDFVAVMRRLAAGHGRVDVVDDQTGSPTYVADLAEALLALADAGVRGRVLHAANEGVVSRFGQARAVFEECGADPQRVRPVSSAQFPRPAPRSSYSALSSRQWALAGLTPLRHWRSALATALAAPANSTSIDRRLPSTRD
Target sequence (P9WH11 whole entry, looked up): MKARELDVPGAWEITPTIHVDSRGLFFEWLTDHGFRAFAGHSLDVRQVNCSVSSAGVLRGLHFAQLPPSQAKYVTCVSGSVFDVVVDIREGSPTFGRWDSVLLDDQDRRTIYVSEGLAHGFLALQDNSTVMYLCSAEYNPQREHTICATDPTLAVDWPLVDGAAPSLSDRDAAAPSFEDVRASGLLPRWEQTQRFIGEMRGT
M. tuberculosis GlmU: inhibition of mycobacterial GlmU enzyme – biochemical, glucosamine-1-phosphate acetyltransferase (AID 1376) | M. tuberculosis GlmU acetyltransferase enzyme assay; higher % means a stronger effect | inhibition, %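 (tested at 30 µM in the primary screen)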; hits with a dose series show IC50 in µM | 220,000 compounds, 0.25% hits; in the data active means inhibition above about 13%; inconclusive means no clear call, values can overlap the other calls;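 further: 0% = complete reaction with vehicle and 100% = reaction without substrate; strong numbers were not always called active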
Numbers without * were called inactive; ? = inconclusive; . = no result given. Some of the compounds tested. The share of hits here may be higher or lower than overall.

SMILES | RmlCD inh 1536 | M. tuberculosis GlmU
CCCc1nc(SCC(=O)Nc2nc3c(s2)CCCC3)c2ccccc2n1 | . | 3.2%
Cc1ccc(S(=O)CCNC(=O)Cc2ccccc2)cc1 (stereo not drawn) | -5.0 | -2.2%
Cc1ccc(Nc2nc(CSc3nnc(-c4ccncc4)n3-c3ccccc3C)cs2)cc1 | . | -1.3%
COc1ccccc1N1CCN(C(=O)CC2NC3CCCCC3NC2=O)CC1 (stereo not drawn) | 9.4 | .
Cc1cccc(C)c1NC(=O)c1sc(N)nc1-c1ccccc1 | 5.3 | -2.6%
Nc1nc2ncc(C(=O)c3cc(Cl)cc(Cl)c3O)cc2s1 | -6.6 | 4.5%
CCC(C)n1c(SCC(=O)NC(=O)c2cccn2C)nc2ccccc2c1=O (stereo not drawn) | 3.6 | 1.1%
Cc1ccc(OCC(=O)Nc2cccc(O)c2)cc1C | 9.9 | -0.6%
CCC(C)(C)NC(=O)c1cc(S(=O)(=O)N2CCCCC2)ccc1N1CCOCC1 | . | -3.1%
COc1cc2c(cc1NC(=O)C(C)OC(=O)/C=C/c1ccc(OC(F)F)cc1)oc1ccccc12 (stereo not drawn) | -15.8 | 2.6%
Cc1ccc(CS(=O)(=O)CCC(=O)NCc2ccccn2)cc1 | 8.4 | 1.9%
C[C@@H]1CN(Cc2nc(-c3ccc(Cl)cc3)no2)C[C@H](C)O1 | 9.3 | -2.0%
Oc1cc2c(cc1O)C(c1ccccc1)CNCC2 (stereo not drawn) | . | -2.3%
O=C(NCCc1ccccc1)C1CCN(C2CCN(Cc3ccco3)CC2)CC1 | . | -0.7%
O=C(Nc1ccccc1Cl)/C(Cl)=C(\Cl)S(=O)c1ccccc1 (stereo not drawn) | 9.2 | 3.6%
NC(=S)N=Nc1c(O)n(CCCl)c2ccc(Cl)cc12 | . | -0.2%
CC1=C(C(=O)OCCOC(C)C)C(c2cc3c(cc2Br)OCO3)C2=C(CCCC2=O)N1 (stereo not drawn) | 6.3 | 0.6%
O=S(=O)(Nc1nc2ccccc2nc1Nc1ccc2c(c1)OCCO2)c1cccs1 | . | 4.3%
Cc1nn(Cc2ccc(Cl)cc2Cl)c(C)c1NC(=O)c1nn(C)cc1Cl | . | -7.9%
CCOc1ccc(NC(=O)c2cc(F)c(F)cc2Cl)cc1OCC | -5.4 | -6.3%
CCOP(=O)(OCC)C(NC(=O)Nc1ccc(Cl)c(Cl)c1)C(N)=O (stereo not drawn) | . | -0.4%
CC(=O)NC1=NN(C(C)=O)C(c2ccc(C(C)C)cc2)S1 (stereo not drawn) | 10.2 | 3.3%
Cc1ccc(C2Nc3ccccc3C(=O)N2CCCN2CCOCC2)cc1 (stereo not drawn) | -2.2 | 3.4%
O=C(NN1C(=O)c2ccccc2NC1c1cccnc1)c1ccc([N+](=O)[O-])cc1 (stereo not drawn) | 1.9 | -2.8%
CCOC(=O)C(c1ccccc1)C(Nc1cc(C(F)(F)F)cc(C(F)(F)F)c1)c1ccccn1 (stereo not drawn) | 13.6 | -0.2%
Further compounds follow.
SMILES | RmlCD inh 1536 | M. tuberculosis GlmU
Cn1c(=O)c(=O)n(C)c2cc(S(=O)(=O)N3CCCC3C(=O)NCc3cccs3)ccc21 (stereo not drawn) | . | -8.1%
COc1cc(/C=C2/C(=O)ON=C2c2ccccc2)ccc1O | 6.0 | 7.1%
CCOc1ccc(C(=O)Nc2ccc(N3CCCC3)cc2)cc1 | ? | 0.6%
O=C(c1c(F)cccc1F)N(Cc1cccs1)C1CCCC1 | -2.9 | -3.4%
COC(=O)c1c(C)oc(C)c1S(=O)(=O)N(Cc1ccccc1)C(C)C | 7.0 | -5.0%
C=CCn1c(SCC(N)=O)nc2nc3c(cc2c1=O)COC(C)(C)C3 | 0.4 | 1.4%
Cc1ccc2nsnc2c1NC(=O)COc1ccccc1F | 7.5 | -4.0%
Cc1ccc(CN2CCN(C/C(Cl)=C/c3ccccc3)CC2CCO)o1 (stereo not drawn) | -9.1 | 0.8%
C/C(=N\NC(=S)NC1CCCCC1)c1cccs1 | . | 0.0%
Cc1nnc(N2CCOCC2)c2ccccc12 | . | -2.8%
CCOc1ccc(-c2nnc3sc(COc4ccccc4)nn23)cc1 | . | -6.0%
CC(C)CCNC(=O)NC(=O)CSc1nnc(-c2ccccc2Br)o1 | 1.4 | -0.9%
O=C(Nc1ccc(Nc2ccccc2)cc1)c1ccco1 | . | 0.9%
COc1ccc(-c2nnc3ccc(SCC(N)=O)nn23)cc1OC | -5.8 | 0.9%
CCOC(=O)c1cc(C#N)c(SCC(=O)O)[nH]c1=O | -12.1 | 9.6%
O=C1CCCc2c1nc(-c1ccccc1)n2O | 3.9 | -5.9%
O=c1[nH]nc(N/N=C/c2ccccc2OC(F)F)c(=O)[nH]1 | 7.8 | 5.4%
CCOP(=O)(OCC)C(O)c1cc(OC)c(OC)c(OC)c1 (stereo not drawn) | 7.7 | 2.1%
O=c1oc2ccccc2n1CCn1c2ccccc2c2nc3ccccc3nc21 | -7.2 | -4.9%
C=CCN(CC=C)C(=O)Nc1ccc2nc(C)sc2c1 | 46.8 | 6.7%
CS(=O)(=O)NCCNC(=O)c1cc(OCC(F)(F)F)ccc1OCC(F)(F)F | -7.9 | -4.3%
Cc1ccc2[nH]c3c(=O)n(CCCN4CCN(C)CC4)cnc3c2c1 | -6.6 | 3.3%
S=C(NCCc1ccccn1)Nc1ccc(Cl)cc1 | 6.2 | -0.8%
CCN(CC)CCN(C(=O)c1ccc([N+](=O)[O-])cc1)c1nc2c(OC)cccc2s1 | 9.1 | -2.7%
CN(C)c1ccc(N=Nc2ccccc2C(=O)OCC(=O)N(C)C2CCCCC2)cc1 | 8.2 | -11.1%
Remaining list, next part.
SMILES | RmlCD inh 1536 | M. tuberculosis GlmU
Cc1nc(SCC(=O)CC(=O)OC(C)C)c(C#N)c(C)c1C | -4.5 | 3.1%
CCn1cc(/C=N/O)c(C)n1 | 6.1 | -2.0%
Cn1c(CN2CCN(C(=O)c3ccccc3)CC2)nc2cc([N+](=O)[O-])ccc21 | -11.3 | 0.5%
COc1ccc(-c2nc(CCl)cs2)cc1 | -9.6 | 2.7%
CCOC(=O)c1sc2nc(CC(=O)OC)nc(NCc3ccc(F)cc3)c2c1C | . | -4.6%
CN(/N=C/c1ccc([N+](=O)[O-])o1)c1ccccc1 | 9.7 | -5.0%
O=S(=O)(Nc1ccc(Cc2ccncc2)cc1)c1cccs1 | 9.8 | -1.9%
Cc1ccc2c(Cl)cc(Cl)c(OCC(=O)Nc3cccc(S(=O)(=O)N(C)C)c3)c2n1 | -11.2 | 2.3%
CC(=O)Nc1ccc(S(=O)(=O)N(C2=NCC(C)S2)c2ccccc2)cc1 (stereo not drawn) | 0.1 | 1.6%
CC(C)C[C@H]1COCCS(=O)(=O)N1Cc1cccc(Cl)c1 | . | 0.5%
CCc1nnc(NS(=O)(=O)c2ccc(NC(=O)c3cccc(Cl)c3)cc2)s1 | -11.3 | 2.1%
COC(=O)c1ccc(NC(=O)Nc2ccc(F)cc2)cc1 | 12.8 | -0.1%
Cc1ccc(C2C3=C(CC(C)(C)CC3=O)N=C3c4ccccc4C(=O)C32)cc1 (stereo not drawn) | 28.2 | 0.8%
CC(=O)Oc1ccc(C(=O)[C@H]2[C@H]3C(=O)N(c4ccc(C)cc4)C(=O)[C@H]3[C@@H]3C=CC=NN32)cc1 | 8.2 | -7.0%
Cc1cc(C(=O)N(C)C)sc1-c1ccccc1 | . | 2.8%
Cc1nc2ccc(NC(=O)Cc3ccc(Br)cc3)cc2s1 | -5.2 | -2.0%
COc1cc2c(cc1O)C(SC)=NC(C)(C)C2 | -9.9 | 14.9%*
CN(C)/C=N/c1c(C#N)cnn1-c1ccccc1 | 0.0 | -0.6%
C#CCNC(=O)C(C)c1ncc(C(F)(F)F)cc1Cl (stereo not drawn) | -9.2 | -7.5%
CCc1c(C)nc2c(C#N)c(C)[nH]n2c1=O | -4.3 | 1.3%
CCOC(=O)N1CCN(C(=O)c2ccc3c(=O)n(Cc4ccccc4)c(=S)[nH]c3c2)CC1 | ? | -1.1%
CCOc1ccc(NC(=O)CN2CCN(CC(=O)Nc3ccc4c(c3)OCCO4)CC2)cc1 | . | -1.6%
NS(=O)(=O)c1ccc(O)c(N2C(=O)c3cccc4c(C(=O)O)ccc(c34)C2=O)c1 | 7.3 | -2.2%
CC1CCCCN1CCn1c(=S)[nH]c2cc3c(cc2c1=O)OCO3 (stereo not drawn) | 0.2 | 1.2%
Nc1c(S(=O)(=O)c2ccccc2)c2nc3ccccc3nc2n1Cc1ccco1 | . | 1.9%

Gathered by group: the entries above containing a cyano group
SMILES | RmlCD inh 1536 | M. tuberculosis GlmU
CCOC(=O)c1cc(C#N)c(SCC(=O)O)[nH]c1=O | -12.1 | 9.6%
Cc1nc(SCC(=O)CC(=O)OC(C)C)c(C#N)c(C)c1C | -4.5 | 3.1%
CN(C)/C=N/c1c(C#N)cnn1-c1ccccc1 | 0.0 | -0.6%
CCc1c(C)nc2c(C#N)c(C)[nH]n2c1=O | -4.3 | 1.3%

Further results:
SMILES | RmlCD inh 1536 | M. tuberculosis GlmU
CCc1c(C)nc2ncnn2c1N1CCC(C(=O)N2CCN(c3ccc(F)cc3)CC2)CC1 | . | -1.5%
CC(C)CCn1c(SCC#N)nc2c(sc3ccccc32)c1=O | . | 4.9%
COc1cccc2cc(C(=O)c3ccccc3)oc12 | -3.7 | -2.5%
Cc1ccc(C(CCN)c2ccco2)cc1 (stereo not drawn) | 10.2 | .
Cc1nccc2[nH]c(=O)c(C(=O)NCCCN(C)C3CCCCC3)cc12 | -5.3 | -1.2%
CC(C)CCN1CCN(Cc2nc(-c3ccccc3)cs2)CC1CCO (stereo not drawn) | . | 6.0%
N#CC(C#N)=Cc1ccc(N2CCCC2)cc1 | -12.8 | -0.8%
Cc1ccc(S(=O)(=O)Nc2c(C)n(C)n(-c3ccccc3)c2=O)cc1C(=O)OC(C)C(=O)N(C)c1ccccc1 (stereo not drawn) | 10.4 | 3.1%
Cc1ccsc1/C=N/n1cnc2sc(C)c(C)c2c1=O | -4.5 | 4.2%
CCC(=O)c1cc2c(cc1NC(=O)c1ccccc1)OCCO2 | . | 1.4%
CCCC(=O)Nc1ccc2c(c1)nc(CCN1CCCCC1)n2C | 4.2 | -1.4%
CCOc1ccc(N(CC(=O)NC2CCCC2)C(=O)CCCC(=O)Nc2ccccn2)cc1 | 6.0 | 1.4%
CC(C)CNc1nc(N)c([N+](=O)[O-])c(NCC2CCCO2)n1 (stereo not drawn) | 4.3 | 1.8%
CCN(CC)S(=O)(=O)c1ccc(NC(=O)c2ccccn2)cc1 | -6.6 | 9.1%
CC(C)(C)NC(=O)C1Cc2ccccc2CN1S(=O)(=O)c1ccc(F)cc1 (stereo not drawn) | -8.4 | 1.5%
COc1ccccc1NC(=S)N1CCc2cc(OC)c(OC)cc2C1 | -5.8 | 3.0%
C=CCOC(=O)C1CC=CCC1C(=O)Oc1ccc(F)cc1F (stereo not drawn) | 2.0 | -3.9%
CC1CCc2c(sc(NC(=O)Cn3nc(C(=O)O)c4ccccc4c3=O)c2C#N)C1 (stereo not drawn) | . | 1.1%
Cc1cc(/C=N/NC(N)=O)c(C)n1C1CCCCC1 | 4.0 | 1.8%
CC1(NC(=O)COc2ccccc2-c2ccccc2)CCS(=O)(=O)C1 (stereo not drawn) | 9.7 | 2.2%
CC(=O)N(C)C1=C(O)c2ccccc2C(=O)C1=O | . | 1.3%
O=C(Nc1cccc2nsnc12)c1cccnc1 | 9.8 | -1.0%
Cc1cccc(OCc2n[nH]c(=S)n2C2CCCCC2)c1 | . | 8.0%
CCCC(NC(=O)c1ccccc1)c1nc2ccccc2n1Cc1ccc(C(=O)OC)o1 (stereo not drawn) | -2.3 | 4.2%
O=c1[nH]c(=O)n([C@H]2C[C@H](O)[C@@H](CO)O2)cc1C(F)(F)F | . | -4.0%
(listing goes on)
SMILES | RmlCD inh 1536 | M. tuberculosis GlmU
O=c1c2oc3ccccc3c2[nH]c(=S)n1-c1ccccc1 | 5.1 | -1.4%
CCCNC(=S)Nc1ccc(S(N)(=O)=O)cc1 | . | 0.7%
O=C(NC1CCCCC1)C1CCN(S(=O)(=O)c2cccc3cccnc23)CC1 | 14.2 | 3.2%
Cc1ccc2nc(NC(=O)c3ccccn3)sc2c1 | . | -1.0%
Cc1ccc(Sc2cnc(N)nc2C)cc1 | 14.7 | -1.1%
CN(C)c1nc(N/N=C\c2ccc(Cl)c([N+](=O)[O-])c2)nc(Nc2ccc(F)cc2)n1 | . | 3.5%
Fc1ccc(N/N=C2/CCSc3sccc32)c(F)c1 | -8.4 | 2.1%
O=C(O)C(Cc1c[nH]c2ccccc12)NS(=O)(=O)c1cccc2nsnc12 (stereo not drawn) | -9.3 | 2.2%
O=C(O)c1ccc(N/N=C/c2ccc(-c3ccccc3)cc2)cc1 | 6.4 | -2.2%
O=C(O)C(Cc1c[nH]c2ccccc12)NS(=O)(=O)c1ccc2ccccc2c1 (stereo not drawn) | 4.0 | 5.9%
C=CCNC(=S)/N=c1/scc(C)n1C | . | 3.2%
COC(=O)C(NNc1ccccc1)(NC(=O)c1cccc(F)c1)C(F)(F)F (stereo not drawn) | . | 2.0%
CCCCOCCCNC(=O)c1ccc(OCC)cc1 | . | -7.4%

For convenience, some entries already given:
SMILES | RmlCD inh 1536 | M. tuberculosis GlmU
O=C(O)C(Cc1c[nH]c2ccccc12)NS(=O)(=O)c1ccc2ccccc2c1 (stereo not drawn) | 4.0 | 5.9%
C=CCNC(=S)/N=c1/scc(C)n1C | . | 3.2%
COC(=O)C(NNc1ccccc1)(NC(=O)c1cccc(F)c1)C(F)(F)F (stereo not drawn) | . | 2.0%
CCCCOCCCNC(=O)c1ccc(OCC)cc1 | . | -7.4%
